AmpC inh det = Promiscuous and Specific Inhibitors of AmpC Beta-Lactamase (assay with detergent) | Potency, µM (series often up to 28.7 µM), inactives show at the top dose activity change, negative = inhibition | P00811 | hit rate 0.09% among 71,000 | purified AmpC, nitrocefin hydrolysis with detergent | AID 584, 2007; active = well fitted curve in the direction sought with a large enough effect
Target sequence (P00811 whole entry, looked up): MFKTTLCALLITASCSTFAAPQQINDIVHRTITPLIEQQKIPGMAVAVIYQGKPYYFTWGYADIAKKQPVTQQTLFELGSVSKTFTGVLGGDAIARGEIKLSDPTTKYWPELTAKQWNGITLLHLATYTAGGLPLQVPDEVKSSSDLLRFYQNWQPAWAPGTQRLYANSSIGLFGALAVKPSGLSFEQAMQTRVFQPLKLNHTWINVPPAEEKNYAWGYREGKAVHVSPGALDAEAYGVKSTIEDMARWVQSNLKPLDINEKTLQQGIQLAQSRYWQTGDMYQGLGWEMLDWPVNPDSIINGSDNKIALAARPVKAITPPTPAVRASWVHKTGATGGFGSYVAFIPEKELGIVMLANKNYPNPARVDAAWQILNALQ
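E. coli AmpC (5.3 nM) in 20 mM phosphate pH 7.0 with 0.01% Triton X-100, preincubated 15 min RT with compound; nitrocefin (2 uL of 800 uM stock) hydrolysis followed by 480 nm absorbance every 20 s over 4 min.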
* = called active by the depositor; & = joins results of further samples; [ ] = dose if it differs, or a comment. % is set by controls: 0 for no effect and ±100 for the full control effect; potency is the fitted concentration of half-maximal effect. An excerpt; the hit share may differ from the screen's.

SMILES | AmpC inh det
Cc1c(-c2ccccc2)[n+](=O)c(-c2ccco2)c(C)n1[O-] | -2%
Cc1noc(NS(=O)(=O)c2ccc(NC(=O)c3cnc4scc(C)n4c3=O)cc2)c1C | 13%
O=C1c2ccccc2C(=O)N1C/C=C/c1ccccc1 | -3%
COc1ccc(CNC(=O)C(C)NC(=O)c2cc3ccccc3o2)cc1 (configuration not stated) | 10%
Nn1c(Cc2ccccc2F)nnc1SCC(=O)N1CC(=O)Nc2ccccc21 | -2%
Nc1c(S(=O)(=O)O)cc(Nc2cccc(S(N)(=O)=O)c2)c2c1C(=O)c1ccccc1C2=O | -11%[5.75 µM]
CCOC(=O)C1=C(O)CSC1=Nc1ccccc1 | 0%
CCCn1c(SCc2ccccc2)nc2c1c(=O)[nH]c(=O)n2C | 0%
NC1=NC2(CCN(Cc3ccccc3)CC2)n2c(nc3ccccc32)N1 | -3%
OC(CN1CCOCC1)CN(c1ccccc1)c1ccccc1 (configuration not stated) | 16%
COC(=O)CS(=O)(=O)c1nnc([C@H](Cc2ccccc2)NC(=O)OC(C)(C)C)o1 | 4µM*
CCOC(=O)c1ccc(NC(=O)CSc2nccn2C)cc1 | -3%
OC1CCCN(Cc2ccc3c(c2)Cc2ccccc2-3)C1 (configuration not stated) | -2%
CC1CC2(O)c3nonc3CCC2N1O (configuration not stated) | 6%
CCOc1ccc(S(=O)(=O)N2CCCCC2)c2ccccc12 | 7%
Cc1nn(-c2ccccc2)c(C)c1NC(=O)c1ccc(S(=O)(=O)N2CCCC2)cc1 | 10%
O=C(CN1C(=O)NC2(CCOc3ccccc32)C1=O)Nc1ccc2c(c1)OCCO2 (configuration not stated) | -6%
O=C(C1CCN(S(=O)(=O)c2cccnc2)CC1)N1CCN(c2ccc(Cl)cc2)CC1 | -4%
COCCNC(=O)CN1CCC(NC(=O)Nc2ccc(C(F)(F)F)cc2)CC1 | 12%
CCN1CCN(C(=O)c2nn(-c3ccc(OC)cc3)c(=O)c3c2c2ccccc2n3C)CC1 | 7%
CCc1ccc(OCc2nnc(SCC(=O)NCc3ccco3)o2)cc1 | -4%
CCOc1ccc(C2C(C#N)=C(N)SC(N)=C2C#N)cc1OCC | -1%
C/C(=C\C#N)n1nc(C)cc1N | -2%
O=C(CN1CCN(C(c2ccccc2)c2ccccc2)CC1)N1CCOCC1 | 14%
Cc1noc(C)c1S(=O)(=O)NC1CCN(Cc2ccccc2)CC1 | 8%
SMILES | AmpC inh det
CNC(=O)c1nnn(Cc2ccccc2)c1NC(C)=O | -2%
CN1CC=C2C(C#N)=C(N)C(C#N)(C#N)C(Cc3ccccc3)C2C1 (configuration not stated) | 11%
COc1ccc(-n2c(=O)[nH]c3ccccc3c2=O)c(OC)c1 | 0%
N[C@@H](CSc1nc2ccccn2c1[N+](=O)[O-])C(=O)O | -4%[5.75 µM]
COc1ccc2c(c1)OCC1=C2CCC2(C)C(=O)CC=C12 (configuration not stated) | -10%
CCOC(=O)c1[nH]c2ccc(OC)cc2c1NC(=O)CN1CCSCC1 | -2%
Cc1nc(NC2=NCN(Cc3ccc4c(c3)OCO4)CN2)nc2ccccc12 | -5%
CCCCC/C=C\C/C=C\CCCCCCCC(=O)O | -6%
COc1ccc(N2CCN(C(=O)CSc3nnc(CNc4ccccc4)o3)CC2)cc1 | -2%
O=C(c1ccc(S(=O)(=O)N2CCCCC2)cc1)N1CCN(Cc2ccc3c(c2)OCO3)CC1 | 2%
CCC(=O)N(Cc1ccc2c(c1)OCO2)Cc1cc2cc(OC)ccc2[nH]c1=O | -1%
COc1ccc(C2C(C(=O)O)CC(=O)N2c2ccc(OC)cc2)cc1 (configuration not stated) | -3%
Cc1cccc(OCC(=O)Nc2cccc(O)c2)c1 | -5%
COCCN1Cc2cccc(C(=O)Nc3cc(OC)ccc3OC)c2C1=O | 19%
CC(C)CC(c1nnnn1C1CCCCC1)N1CCN(c2ncccn2)CC1 (configuration not stated) | 14%
O=C(Cn1c(C(F)(F)F)nc2ccccc21)NCCN1CCCC1 | -2%
Cc1cc(NC(=O)CSc2nc3c([nH]c4ccccc43)c(=O)n2-c2cccc(C(F)(F)F)c2)no1 | -1%
COc1ccc(-c2c(C)nn3c(N4CCN(Cc5ccccc5)CC4)cc(C)nc23)cc1OC | 5%
COc1ccc(S(=O)(=O)N[C@H](C(=O)N2CC[C@@]3(O)CCCC[C@H]3C2)c2ccccc2)cc1 | -3%
Fc1ccc(NCc2nnc(SCc3nnc(-c4ccccc4)o3)n2Cc2ccccc2)cc1 | 2%
CCOC(=O)C1=C(N)OC2=C(C(=O)CCC2)C1c1ccccc1OCC (configuration not stated) | 4%
CC(=O)Nc1ccc(S(=O)(=O)Nc2ccc(NC(=O)c3ccco3)cc2)cc1 | -2%
CC(CC(=O)NCc1ccccc1)C1CCCO1 (configuration not stated) | -4%
CCC1(c2ccccc2)NC(=O)N(CC(=O)Nc2ccc3c(c2)OCO3)C1=O (configuration not stated) | -4%
COc1ccc(N2CCN(CCCNC(=O)C3(S(=O)(=O)c4ccc(Cl)cc4)CC3)CC2)cc1 | -6%
SMILES | AmpC inh det
Cc1nn(Cc2ccccc2)c(C)c1C(=O)Nc1ccc(N2CCOCC2)cc1 | -3%
Cc1ccc(-c2nnn(Cc3nc(N)nc(N4CCOCC4)n3)n2)cc1 | -4%
COc1cc(OC)c(-c2nn3c(-c4cccnc4)nnc3s2)cc1OC | -2%
c1cnc(NC2C3CC4CC(C3)CC2C4)nc1 (configuration not stated) | 13%
COc1ccc(-c2noc(CCC(=O)NCc3cc(Br)ccc3OC)n2)cc1 | -4%
Cc1cc(C)c(S(=O)(=O)NCc2cn3c(C)csc3n2)cc1C | -5%
Cc1ccccc1Cn1ccc(NC(=O)c2cc3nc(-c4ccco4)cc(C(F)(F)F)n3n2)n1 | -6%
O=c1cc(CSc2nnnn2-c2ccccc2)nc2scc(-c3ccccc3)n12 | -4%
Cc1noc(C)c1C(=O)N1CCC2(CCN(C(=O)NC(C)C)CC2)CC1 | 2%
O/N=C1\CCCc2nnc3c(c21)CCCC3 | -3%
COCC(=O)N1CCC(n2nnc3cc(F)ccc32)CC1 | -5%
CS(=O)(=O)NCc1ccc(C(=O)NC2CCCCC2)cc1 | -2%
CCC(C(=O)O)n1nnc(-c2ccc(-c3ccc(OC)cc3)cc2)n1 (configuration not stated) | -6%
CCN(CC)CCCn1c(-c2ccccc2)nc2c(N3CCOCC3)nc(C)nc21 | 12%
COC(=O)c1cc(OC)c(OC)cc1N=CC1=C(O)CC(C)(C)CC1=O | -2%
COC(=O)[C@@]1(Cc2ccccc2)[C@H]2c3cc(C(=O)N4CCCC4)n(CCO)c3C[C@H]2CN1C(=O)c1ccccc1 | -4%
Clc1ncn(C23CC4CC(CC(C4)C2)C3)n1 | -1%
COc1ccc(OC)c(C2C(C(=O)c3cccs3)=C(O)C(=O)N2c2cc(C)on2)c1 (configuration not stated) | -3%
CC(C)OC(=O)CSc1nnnn1-c1ccc2c(c1)OCCO2 | -1%
Cc1cc(C)n(-c2nc3ccccc3nc2Nc2ccc3c(c2)OCO3)n1 | 9%
O=C(CCNS(=O)(=O)c1cccs1)N1CCCCCC1 | 0%
O=C(O)CNCC1COc2ccccc2O1 (configuration not stated) | -2%
CC(C(=O)N1c2ccc(F)cc2CCC1C)N1C(=O)c2ccccc2C1=O (configuration not stated) | 13%
Cc1ccc(CCN2CC(C(=O)NCc3cccnc3)CC2=O)cc1 (configuration not stated) | 4%
COc1ccc(C(=O)Nc2ccc(S(=O)(=O)Nc3onc(C)c3C)cc2)cc1 | -1%

An excerpt of these results, as comma-separated lines.
mol,AmpC inh det
CC(C)OC(=O)CSc1nnnn1-c1ccc2c(c1)OCCO2,-1%
COCC(=O)N1CCC(n2nnc3cc(F)ccc32)CC1,-5%

Next records:
SMILES | AmpC inh det
OC[P+](CO)(CO)CO | 10%
O=C(C[C@@H](C(=O)O)N1CCOCC1)c1ccccc1 | -5%[5.75 µM]
CCOC(=O)Cn1c(=O)oc2cc(S(=O)(=O)NCCc3ccc(OCC)c(OCC)c3)ccc21 | 15%
CC(=O)Nc1ccccc1C(=O)N1CC2(C)CC1CC(C)(C)C2 (configuration not stated) | -2%
O=C(CNC(=O)c1ccco1)OCc1ccc(Cl)cc1 | 3%
Cc1nc2sc(C(c3cccs3)N3CCC(C(N)=O)CC3)c(O)n2n1 (configuration not stated) | 8%
N=C(N)SCCN1CCCCC1 | -4%[5.75 µM]
CCN1C(=O)CC(Sc2ccccc2N)C1=O (configuration not stated) | -4%
CNc1ccnc(-c2ccccc2C(F)(F)F)n1 | 9%
COc1ccc(CNc2ncncc2-c2cccnc2)c(OC)c1 | 10%
CC(NC(=O)CC1Nc2ccccc2NC1=O)c1ccccc1 (configuration not stated) | -3%
O=C(O)c1cc2c(cc1S(=O)(=O)O)[C@H]1[C@@H]([C@H]3[C@H]2[C@@]2(Cl)C(Cl)=C(Cl)[C@]3(Cl)C2(Cl)Cl)[C@]2(Cl)C(Cl)=C(Cl)[C@@]1(Cl)C2(Cl)Cl | -6%[5.75 µM]
CCOC(=O)N1CCN(CC(O)c2ccc3cc[nH]c3c2)CC1 (configuration not stated) | 10%
CCCN1Cc2cccc(C(=O)Nc3ccc4c(c3)OCCO4)c2C1=O | 5%
c1ccc(-c2oc3ncnc(N4CCOCC4)c3c2-c2ccccc2)cc1 | -4%
CCCOc1ccccc1C1CC(=O)Nc2cc3c(cc21)OCCO3 (configuration not stated) | -4%
COc1ccc2cc(S(=O)(=O)N3CCCCC3)ccc2c1S(=O)(=O)N1CCCCC1 | -1%
CC1CCCCC1NC(=O)CSc1nnc(CN2CCOCC2)n1C (configuration not stated) | -2%
COC(=O)c1c(C(=O)OC)c2cc(C)ccn2c1Cl | -1%
CCNc1ccccc1 | 12%
COCCOC(=O)C1=C(C)N=C2SCCC(=O)N2C1/C=C/c1ccccc1 (configuration not stated) | -3%
CN(C)CCCN1C(=O)C(=O)/C(=C(/O)c2ccncc2)C1c1cccnc1 (configuration not stated) | -1%
C=CCn1c2ccccc2c2nnc(SCN3C(=O)c4ccccc4C3=O)nc21 | 3%
Cc1oc(C)c2c(=O)ccc3c(c12)OC(N)=C(C#N)C3c1ccccc1Cl (configuration not stated) | -3%
COc1ccccc1-n1c(SCC(N)=O)nnc1-c1ccc(S(=O)(=O)N2CCCCC2)cc1 | 15%
SMILES | AmpC inh det
CCn1cc(C(=O)NCCCN2CC(C)CC(C)C2)c(=O)c2cc(S(=O)(=O)N(C)C)ccc21 (configuration not stated) | 13%
CCC#CCOCC(=O)Nc1ccccc1 | -2%
O=c1c2c(nc3n1CCCCC3)sc1c(O)cccc12 | -2%
C[C@H](Br)CN(C[C@H](C)Br)c1ccc2c(c1)Cc1ccccc1-2 | 16%[5.75 µM]
CCOc1ccc(NC(=O)CCN2CCN(c3ccccc3OC)CC2)cc1 | 33%
O=C(O)c1ncn(Cc2ccccc2)c1C(=O)O | 1%
Nc1nc(CC(=O)O)cs1 | 9%
O=C(NC[C@H]1CCCCN1)c1cc(OCC(F)(F)F)ccc1OCC(F)(F)F | -2%&-3%
C=C(C)[C@H]1CC=C(C)C(=O)C1 | 10%
O=C(c1cc(-c2ccco2)on1)N1CCc2ccccc2C1 | -2%
OCCNCc1ccc(OC2CCCC2)cc1 | -2%
O=C(C1CCCN(S(=O)(=O)c2ccc(F)cc2)C1)N(Cc1cccs1)C1CC1 (configuration not stated) | -7%
O=C(O)c1cc(S(=O)(=O)N2CCCCC2)ccc1F | -2%
CC(=O)c1cccc(NC(=O)NCc2cccs2)c1 | -4%
O=C(CN1CCOc2ccccc21)NC1CC1 | 8%
CCCCn1c(SCC(=O)N2CCN(c3ccccc3)CC2)nc2ccsc2c1=O | 11%
CCOC(=O)C1=C(CC)Nc2ccccc2N=C1NC(=O)c1cccc(S(=O)(=O)N2CCCC2)c1 | -1%
N#Cc1nc(-c2cccs2)oc1N1CCOCC1 | -4%
CC(C)OC(=O)C1C(=O)NC2(C)CC1c1ccccc1O2 (configuration not stated) | 11%
COc1ccc(-c2nc3cnc(N4CCN(C)CC4)nc3n(CCC#N)c2=O)cc1 | -2%
Cn1c(=O)c2c(nc(NC3CCCCC3)n2CC(O)COc2ccccc2)n(C)c1=O (configuration not stated) | 2%
CCOC(=O)CSC1=C(C#N)C(c2sccc2C)CC(=O)N1 (configuration not stated) | -2%
O=C(Nc1cccc2c1CCCC2)c1ccc(Br)o1 | 6%
COc1ccccc1NC(=O)CSc1nc(N)cc(N)n1 | 1%
Cc1nc2ncnn2c(C)c1CCC(=O)NC(C)c1ccc2c(c1)OCCO2 (configuration not stated) | 2%
CSCC[C@H](NC(=O)OC(C)(C)C)c1nnc(SCC=C(C)C)o1 | -2%

16 consecutive entries out of the list so far:
SMILES | AmpC inh det
OCCNCc1ccc(OC2CCCC2)cc1 | -2%
O=C(C1CCCN(S(=O)(=O)c2ccc(F)cc2)C1)N(Cc1cccs1)C1CC1 (configuration not stated) | -7%
O=C(O)c1cc(S(=O)(=O)N2CCCCC2)ccc1F | -2%
CC(=O)c1cccc(NC(=O)NCc2cccs2)c1 | -4%
O=C(CN1CCOc2ccccc21)NC1CC1 | 8%
CCCCn1c(SCC(=O)N2CCN(c3ccccc3)CC2)nc2ccsc2c1=O | 11%
CCOC(=O)C1=C(CC)Nc2ccccc2N=C1NC(=O)c1cccc(S(=O)(=O)N2CCCC2)c1 | -1%
N#Cc1nc(-c2cccs2)oc1N1CCOCC1 | -4%
CC(C)OC(=O)C1C(=O)NC2(C)CC1c1ccccc1O2 (configuration not stated) | 11%
COc1ccc(-c2nc3cnc(N4CCN(C)CC4)nc3n(CCC#N)c2=O)cc1 | -2%
Cn1c(=O)c2c(nc(NC3CCCCC3)n2CC(O)COc2ccccc2)n(C)c1=O (configuration not stated) | 2%
CCOC(=O)CSC1=C(C#N)C(c2sccc2C)CC(=O)N1 (configuration not stated) | -2%
O=C(Nc1cccc2c1CCCC2)c1ccc(Br)o1 | 6%
COc1ccccc1NC(=O)CSc1nc(N)cc(N)n1 | 1%
Cc1nc2ncnn2c(C)c1CCC(=O)NC(C)c1ccc2c(c1)OCCO2 (configuration not stated) | 2%
CSCC[C@H](NC(=O)OC(C)(C)C)c1nnc(SCC=C(C)C)o1 | -2%

Compound activity as filed in PubChem.
